Screening data from PubChem BioAssay.
M. tuberculosis = growth inhibition of non-replicating M. tuberculosis (AID 488890); Mycobacterium tuberculosis non-replicating, growth inhibition; higher % means a stronger effect; 320,000 tested, 0.39% active; one-dose inhibition, % at 25 µM; IC50 in µM for titrated hits; in the data active means a potency from the dose series; inconclusive means inhibition mostly from about 82% at the one dose, without a potency; inactive means the rest, 99 in 100 with inhibition below about 76%;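 further: plate controls were DMSO cells for no effect and high antibiotic wells for full effect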
H1N1 NS1A inhibition = NS1A inhibition, H1N1 influenza, cell based functional assay (AID 504329). NS1A functional cell-based assay, percent inhibition; higher % means a stronger effect. inhibition, % at 12.5 µM; hits with a dose series show IC50 in µM. 340,000 tested, 0.3% active; in the data active means a potency from the dose series; inconclusive means inhibition above about 27% without an active follow-up result; further: strong numbers were not always called active
inhibitors of VEEV = inhibitors of VEEV TC-83 cytopathic effect, confirmation, Vero cells (AID 588727); Vero cells, VEEV TC-83 cytopathic effect inhibition; higher % means a stronger effect; one-dose inhibition, % at 20 µM; IC50 in µM for titrated hits; 350,000 tested, 0.13% active; in the data active means a potency from the dose series; inconclusive means inhibition mostly from about 14% at the one dose, without a potency; inactive means the rest, 99 in 100 with inhibition below about 12%; further: strong numbers were not always called active
PhoP GFP inhibition = PhoP regulon inhibitors, Salmonella typhi PhoP promoter GFP reporter, confirmatory (AID 1850); Salmonella Typhi PhoP-promoter GFP reporter, fluorescence, 4 h; higher % means a stronger effect; inhibition, % at 50 µM; hits with a dose series show IC50 in µM; 310,000 tested, 0.33% active; in the data active means a potency from the dose series; inconclusive means inhibition mostly from about 25% at the one dose, without a potency; inactive means the rest, 99 in 100 with inhibition below about 19%;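 further: 0% = induced wells with vehicle and 100% = uninduced wells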
H37Rv inhibition = M. tuberculosis growth inhibition, HTS (AID 449762). 330,000 tested, 0.59% active. M. tuberculosis H37Rv growth inhibition, 7H9 media; higher % means a stronger effect. inhibition, % at 25 µM, or IC50 in µM where a hit was titrated; in the data active means a potency from the dose series; inconclusive means inhibition above about 70% without an active follow-up result;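 further: bacterial growth assessed after seven days of incubation; strong numbers were not always called active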
inhibitors of VEEV 10K pilot screen = recorded beside inhibitors of VEEV, whose call it bears; inhibition, %; measured here: 10K pilot screen inhibition
Numbers without * were called inactive; i = inactive; ? = inconclusive; / = no result given. Not a hit list; any-hit rate near 1.5%.

SMILES	M. tuberculosis	H1N1 NS1A inhibition	inhibitors of VEEV	PhoP GFP inhibition	H37Rv inhibition	others
COc1ccc(Cc2nnc(NC(=O)c3cc(OC)cc(OC)c3)s2)cc1	7%	1%	3.4%	2%	4%
CCc1cc(CNC(=O)c2cc(COc3ccc(C)nc3)on2)on1	54%	-13%	8.1%	5%	1%
O=C(COC(=O)c1ccc(Cl)nc1)NCc1ccco1	0%	7%	1.4%	2%	-1%
O=c1c(=O)n(O)c2ccccc2n1O	3%	-6%	0.0%	0%	1%
COc1ccc(-c2c(-c3cc(OC)cc(OC)c3)n(C)c3ccc(-c4cnc(OC)nc4)cc23)cc1	27%	2%	7.2%	/	-2%
COc1ccc(C(c2nnnn2CCc2ccccc2)N2CCN(C)CC2)cc1OC (stereo not drawn)	/	-1%	1.6%	/	/
Cc1ccc(C(=O)N2CCN(C/C=C/c3ccccc3)CC2)cc1S(=O)(=O)N1CCOCC1	/	-9%	1.7%	/	/
Nn1c(SCC(=O)Nc2ccc3c(c2)OCCO3)nnc(CCC(=O)O)c1=O	0%	-10%	2.8%	-5%	-6%
COCCCNC(=O)Cn1nc(-c2ccccc2OC)ccc1=O	1%	11%	0.3%	-3%	4%
COc1ccc(-c2nc(CS(=O)CC(=O)NC3CCCC3)c(C)o2)cc1 (stereo not drawn)	15%	-4%	1.0%	9%	-2%
Cc1cccc(NC(=O)CSCC(=O)Nc2nnc(C3CC3)s2)c1	-8%	-5%	4.3%	-7%	-9%
O=C(/C=C/NCc1ccc(F)cc1)c1ccccc1	53%	-3%	1.0%	8%	4%
COc1ccc(C(=O)CCC(=O)Nc2cc(Cl)c(O)c(Cl)c2)cc1	17%	-12%	1.9%	3%	24%
Cc1ccc2nc(SCC(=O)N/N=C/c3ccc(C(=O)O)cc3)cc(C)c2c1	0%	3%	0.1%	-1%	4%
Cc1cc2oc3c(c(=O)c2cc1C)C(c1cccc(Br)c1)N(Cc1ccco1)C3=O (stereo not drawn)	-2%	2%	13%	8%	-5%

Reprinted from the part before: four entries; new compounds follow.
SMILES	M. tuberculosis	H1N1 NS1A inhibition	inhibitors of VEEV	PhoP GFP inhibition	H37Rv inhibition	others
O=C(/C=C/NCc1ccc(F)cc1)c1ccccc1	53%	-3%	1.0%	8%	4%
COc1ccc(C(=O)CCC(=O)Nc2cc(Cl)c(O)c(Cl)c2)cc1	17%	-12%	1.9%	3%	24%
Cc1ccc2nc(SCC(=O)N/N=C/c3ccc(C(=O)O)cc3)cc(C)c2c1	0%	3%	0.1%	-1%	4%
Cc1cc2oc3c(c(=O)c2cc1C)C(c1cccc(Br)c1)N(Cc1ccco1)C3=O (stereo not drawn)	-2%	2%	13%	8%	-5%
O=C(CSc1nnnn1Cc1ccccc1)NC1CCCCC1	45%	6%	i	7%	-2%
O=C(O)c1cnc(-c2ccccc2)nc1Sc1ccccc1Cl	47%	-2%	1.6%	-6%	-2%
CCc1ccc(C2NC(=S)NC3=C2C(=O)CCC3)cc1 (stereo not drawn)	-14%	-3%	0.5%	-7%	-7%
COc1ccc(C(C(=O)NC2CCCCC2)N(C(=O)c2ccco2)c2ccccc2C(C)=O)cc1OC (stereo not drawn)	11%	2%	0.8%	-29%	8%
CC(C)(CNS(=O)(=O)c1cccs1)N1CCOCC1	-10%	-3%	i	/	2%
CC(NC(=O)COC(=O)CCc1nc2ccccc2c(=O)[nH]1)c1ccccc1 (stereo not drawn)	-4%	1%	i	10%	-10%
COCc1c(C(=O)NC2CCCCC2)sc2cccc(F)c12	61%	-23%	2.2%	/	7%
C#CCOCCOCCOCCNc1nc(N2CCN(C(=O)[C@H](CCCCN)n3cc(C(N)CO)nn3)CC2)nc(N2CCN(C(=O)[C@H](CCCCN)n3cc(C(N)COC(=O)C(F)(F)F)nn3)CC2)n1 (stereo partly drawn)	34%	/	/	-2%	5%
O=C(CCc1nnc2ccc(N3CCC4(CC3)OCCO4)nn12)NCc1ccccc1Cl	10%	4%	i	-2%	0%
C=CCn1c(COc2ccccc2C)nnc1SCC(=O)O	-16%	1%	0.9%	-9%	4%
On1c(-c2ccc(Cl)cc2Cl)nc2ncccc21	-8%	-6%	0.3%	1%	-3%
Cc1ccc(CNC(=O)CCC(=O)N2CC(C)Oc3ccccc32)cc1 (stereo not drawn)	-18%	-7%	0.8%	-12%	-10%
COc1ccccc1N1CCN(CC(O)c2c(C)[nH]c3ccccc23)CC1 (stereo not drawn)	14%	1%	47%	-9%	4%
CCn1c(SCC(=O)N/N=C/c2ccc(C)o2)nnc1-c1ccc(C(C)(C)C)cc1	50%	-2%	11%	-2%	-10%
CN(CC(=O)Nc1cccc(F)c1)C(=O)c1cccc(N2C(=O)CCC2=O)c1	-13%	-14%	1.5%	/	-8%
c1csc(-c2nn[nH]n2)c1	14%	-24%	i	-18%	0%
COc1ccccc1NS(=O)(=O)c1cc(N)ccc1N1CCCC1	29%	-18%	1.7%	/	13%
COC(=O)c1nnn(-c2nonc2N)c1CSc1ccc(Cl)cc1	3%	-4%	0.8%	-3%	-5%
CCCNC(=O)OCC12CC3CC(CC(C3)C1)C2	0.65µM*	0%	9.6%	-7%	9%
CC(C)=CCN1CC[C@@]2(C)c3cc(O)ccc3C[C@@H]1C2C (stereo partly drawn)	-3%	2%	1.2%	/	-11%
O=[N+]([O-])c1ccc(S(=O)(=O)Nc2cccc(-c3ccc(N4CCOCC4)nn3)c2)cc1	32%	8%	1.4%	4%	-2%
COc1cc(NS(=O)(=O)c2cn(C)cn2)cc(OC)c1	3%	-14%	1.7%	2%	3%
O=C(NCc1ccco1)c1nnc(Cc2ccc(F)cc2)o1	2%	8%	2.0%	-13%	-3%
c1ccc(C(c2ccccc2)N2CCN(Cc3nnnn3C3CCCC3)CC2)cc1	48%	3%	2.6%	-4%	1%
COc1ccccc1CNC(=O)c1ccc2nc(N3CCOCC3)sc2c1	/	1%	11%	-13%	5%
CCN(C(=O)COC(=O)c1cccc(NS(=O)(=O)c2ccc(F)c(F)c2)c1)C1CCS(=O)(=O)C1 (stereo not drawn)	2%	/	/	-4%	-1%
CCC(=O)N(CCc1ccc(OC)c(OC)c1)Cc1cc2ccc(C)cc2n2nnnc12	1%	2%	0.2%	4%	-3%
COC(=O)c1ccc(C(=O)OC)c(NC(=O)CSCc2ccccc2Br)c1	0%	6%	1.2%	-1%	6%
CCC1CCCCN1Cc1nc2c(c(=O)n(C)c(=O)n2C)n1CCCc1ccccc1 (stereo not drawn)	15%	27%	5.7%	1%	-3%
COCCN1Cc2cccc(C(=O)Nc3ccccc3OC)c2C1=O	2%	6%	0.3%	4%	-2%
COc1ccc(CN2CCC(Cc3ccccc3)CC2)cc1OC	-2%	-7%	1.8%	1%	-2%
O=C(O)CC/C(=N\Nc1ccc(S(=O)(=O)N2CCCC2)cc1[N+](=O)[O-])c1cccs1	/	12%	0.3%	/	/
O=C1N=c2ccc([N+](=O)[O-])cc2=C1c1sc(=O)[nH]c1O	41%	18%	i	0%	1%
O=C(O)C1C2C=CC(C2)C1C(=O)N1CCOCC1 (stereo not drawn)	-1%	-4%	i	9%	2%
Cc1noc(C)c1COC(=O)C1CCN(S(=O)(=O)c2ccc(F)cc2)CC1	-7%	-5%	0.6%	/	-11%
Cc1ccc(S(=O)(=O)N(Cc2cccc(C)c2)C(=O)N2CCN(C)CC2)cc1	2%	-8%	3.0%	3%	-6%
COc1ccc(-n2sc3ccc(F)cc3c2=O)cc1	0%	0%	?	/	?
Cc1cc2sc3ccc(C#CC4(O)CCCCC4)cc3c(=O)c2cc1C	34%	-3%	1.7%	6%	2%
COC(=O)c1ccc(/C=N/Nc2nc(C)c(C)s2)cc1	42%	14%	11%	-26%	?
Cc1ccccc1OCC(=O)N/N=C/c1ccc(N(C)C)cc1	-2%	-3%	0.6%	12%	-3%
COc1cc(CNC2CCCCC2OC)cc(OC)c1 (stereo not drawn)	6%	-3%	0.5%	10%	3%
CC(Sc1nnc(-c2ccco2)n1N)C(=O)NCc1ccc2c(c1)OCO2 (stereo not drawn)	/	-3%	1.2%	/	/
O=C(O)COc1ccccc1/C=N/NC(=O)CSc1nc2ccccc2n1Cc1ccccc1	28%	-7%	0.1%	1%	-1%
COc1ccccc1-n1cnnc1SCc1csc(-c2ccccc2)n1	7%	-17%	6.5%	4%	2%
CCCCCCC(=O)N(O)C1CC(=O)N(Cc2ccccc2)C1=O (stereo not drawn)	67%	1%	2.9%	24%	-1%

5 consecutive records out of the list so far, quoted:
SMILES	M. tuberculosis	H1N1 NS1A inhibition	inhibitors of VEEV	PhoP GFP inhibition	H37Rv inhibition	others
COc1ccc(CN2CCC(Cc3ccccc3)CC2)cc1OC	-2%	-7%	1.8%	1%	-2%
O=C(O)CC/C(=N\Nc1ccc(S(=O)(=O)N2CCCC2)cc1[N+](=O)[O-])c1cccs1	/	12%	0.3%	/	/
O=C1N=c2ccc([N+](=O)[O-])cc2=C1c1sc(=O)[nH]c1O	41%	18%	i	0%	1%
O=C(O)C1C2C=CC(C2)C1C(=O)N1CCOCC1 (stereo not drawn)	-1%	-4%	i	9%	2%
Cc1noc(C)c1COC(=O)C1CCN(S(=O)(=O)c2ccc(F)cc2)CC1	-7%	-5%	0.6%	/	-11%

Continued:
SMILES	M. tuberculosis	H1N1 NS1A inhibition	inhibitors of VEEV	PhoP GFP inhibition	H37Rv inhibition	others
Cc1ccc(CSC2=Nc3ccccc3C3=NC(CCC(=O)NCc4ccco4)C(=O)N23)cc1 (stereo not drawn)	4%	4%	4.9%	4%	-1%
Cc1ccc(C)c(-c2nnc(NC(=O)CCS(=O)(=O)c3ccc(F)cc3)o2)c1	41%	1%	1.0%	-3%	17%
OCCNc1nc2nonc2nc1NCCO	6%	0%	0.1%	-1%	-3%
O=S(=O)(c1cccc2nonc12)N1CCCCCC1	-4%	0%	1.9%	-14%	7%
CCN(CC(=O)Nc1ccc(NC(C)=O)cc1)CC(=O)Nc1ccccc1C(=O)c1ccccc1	17%	4%	7.5%	-13%	11%
O=C(O)C1C2C=CC(C2)C1C(=O)N1CCN(C/C=C/c2ccccc2)CC1 (stereo not drawn)	-7%	12%	1.0%	15%	-7%
COCCCNC(=O)COc1ccc(S(=O)(=O)NCc2ccccc2)cc1Cl	4%	6%	0.6%	-6%	4%
Cc1cc(C)c2nc(-c3ccccn3)cc(C(=O)NCCc3ccc(S(N)(=O)=O)cc3)c2c1	-6%	1%	0.6%	-11%	3%
COc1ccc2c(c1)[nH]c1c(N3CCN(Cc4ccc5c(c4)OCO5)CC3)ncnc12	64%	12%	i	2%	?
CC1=C(C(=O)OCc2ccc([N+](=O)[O-])cc2)N2C(=O)C(NC(=O)Cc3ccccc3)C2SC1 (stereo not drawn)	14%	0%	0.6%	-1%	-6%
COc1ccc(OC)c(NC(=O)C2=C(C)NC(=O)NC2c2cccs2)c1 (stereo not drawn)	5%	4%	i	-3%	2%
CCOC(=O)CSc1nc(N)nc(C)c1Br	55%	-4%	5.3%	4%	5%
O=c1c(Cc2ccc(F)cc2)c(O)ccn1CC1CCCO1 (stereo not drawn)	0%	5%	i	4%	-2%
NS(=O)(=O)c1ccc(CNC(=S)Nc2ccc(F)c(Cl)c2)cc1	-3%	-10%	0.7%	17%	-4%
O=C(C[C@H]1C/C=C\C[C@@H](Cc2ccc(F)cc2)C(=O)O[C@H](c2ccccc2)CNC1=O)NCCO	3%	4%	0.9%	/	1%	inhibitors of VEEV 10K pilot screen=0.6
BrC(=C\c1ccccc1)/C=N/N1CCN(Cc2ccccc2)CC1	27%	1%	2.7%	3%	-8%
C(=N\Nc1nc2ccccc2s1)/c1cccs1	22%	3%	0.6%	2%	?
COc1cc(S(=O)(=O)Nc2cc(C)cc(C)c2)ccc1F	7%	0%	0.2%	-3%	-4%
Cc1cccc(NC(=O)c2cc(-c3cc(C)cc(C)c3O)n[nH]2)c1	-7%	-3%	6.7%	-3%	5%
O=[N+]([O-])c1ccc(S(=O)(=O)N2CCN=C2SCc2cccnc2)cc1	-8%	1%	0.9%	-8%	3%
CCOC(=O)N1CCC(NC(=O)Cn2cccc2C(=O)c2ccccc2)CC1	6%	4%	i	-4%	0%
CCCC(=O)NC(=S)Nc1ccc(NC(=O)C(C)C)c(OC)c1	50%	-1%	0.1%	2%	0%
COCCN(C(=O)COC(=O)c1oc2ccc(OC)cc2c1C)c1c(N)n(Cc2ccccc2)c(=O)[nH]c1=O	29%	0%	2.4%	-6%	-6%
CC(C)Cn1c2c(c(O)c(C(=O)Nc3nccs3)c1=O)CCCC2	13%	-3%	0.0%	-2%	9%	inhibitors of VEEV 10K pilot screen=4.4
